# Ba/F3 V617F tox – reduce viability of Ba/F3 cells dependent on JAK2V617F; inhibition, % at 5.6 µM; AID 1446; Ba/F3 EpoR-JAK2V617F viability, ATP luminescence; hit rate 1.1% among 220,000;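 active = inhibition above the campaign mean plus 3 SD over all tested compounds, cut at about 24% in these data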;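 note: cytokine-independent growth of Ba/F3 cells driven by EpoR plus mutant JAK2; 0% = DMSO-treated cells and 100% = JAK inhibitor I control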
# zfTRPN1 agonist – agonists of zebrafish TRPN1 channel. HEK293 zebrafish TRPN1-YFP, Fluo-8 calcium fluorescence; 100% = response to 87 µM carbachol. activation, % at 3 µM. hit rate 0.18% among 220,000;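 active = activation above its plate's cutoff, the mean activation of test wells on that plate plus 3 SD, cut at about 19% in these data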;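 note: 0% = DMSO alone and 100% = 87 µM carbachol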
#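 System: zebrafish TRPN1-YFP in HEK293 cells / Dosing: 3 µM single point / Timing: dye loading 1 h at 37 °C, then 30 min room temperature / Signal: Fluo-8 calcium fluorescence, excitation 470-495 nm, emission 515-575 nm / Read-out basis: percent activation from peak over basal fluorescence ratio, control-normalized / Control set: high carbachol 87 µM, low DMSO alone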
# BaF3 tox – reduces parental Ba/F3 cell viability, JAK2V617F counter-screen | CellTiter-Glo ATP luminescence | inhibition, % at 5.6 µM | hit rate 1.1% among 220,000;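 active = inhibition above a per-campaign cutoff, the mean inhibition of all tested compounds plus 3 SD, cut at about 27% in these data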;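 note: 0% = DMSO wells and 100% = JAK Inhibitor I control wells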
# TNF death inh – TNF-alpha cell death inhibition in Jurkat FADD-/- cells; Jurkat FADD-/- TNF necroptosis rescue, ATP luminescence, 24 h; 0 = TNF only, 100 = no-TNF cells; activation (protection from cell death), % at 10 µM; hit rate 0.068% among 220,000; AID 463075;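 active = activation, meaning protection from cell death, of at least 50% relative to plate controls; inactive = activation below 50%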;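 note: necroptosis triggered by 40 ng/mL TNF-alpha added together with compound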
# PPC-1+TRAIL kill – PPC-1 cancer cell killing with TRAIL present | PPC-1 cells + TRAIL, ATPLite viability luminescence | cell killing (% activity), % at 4 µM | hit rate 0.41% among 220,000 | AID 1443;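 active = cell killing above 50% in the first pass at 4 µM, then a duplicate retest at 5 µM averaging 50% or more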;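 note: plate controls were cells with TRAIL plus DMSO for no effect and medium-only wells lacking cells for full effect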
# CHOP inh – CHOP inhibition in unfolded protein response. hit rate 3.8% among 220,000. AID 2732. inhibition, % at 10 µM. CHO-K1 CHOP-promoter luciferase, tunicamycin-induced, 15-18 h;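 active = compounds that reduced the stress-induced luciferase reporter signal by more than about 70% of percent inhibition, limit read from the data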;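 note: 0% = tunicamycin plus vehicle and 100% = wells without tunicamycin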
# TRPML3 ag – activates the human TRPML3 channel; HEK293 TRPML3-YFP, Fluo-8 calcium fluorescence; 100% = the carbachol control signal; activation, % at 3 µM; hit rate 0.29% among 220,000; Q8TDD5;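 active = activation above its plate's cutoff, the mean activation of the plate's test wells plus 3 SD, cut at about 12% in these data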;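 note: 0% = DMSO only wells and 100% = carbachol wells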
#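 Test system: TRPML3-YFP stable HEK293 cells. Doses: single point at 3 µM. Incubation: dye loading 1 h 37 °C then 30 min ambient, 125 s read. Signal: Fluo-8 calcium dye fluorescence, ex 470-495, em 515-575 nm. Measure: percent activation from peak-to-basal fluorescence ratio, scaled between DMSO and carbachol.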
# Wee1 degr inh – blocks degradation of human Wee1 kinase | P30291 | HeLa Luc-Wee1K328M stability, luciferase luminescence; 100% = proteasome inhibitor MG132 effect | reporter increase, % at 5 µM | hit rate 1.2% among 220,000 | AID 1321;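 active = activation above the mean of all tested compounds plus 3 SD, set per screening run, cut at about 8.8% in these data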;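 note: cells exposed to compound for 20 h before luminescence read; 0% = DMSO alone and 100% = MG132 at 30 µM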
# Target sequence (P30291 whole entry K328M): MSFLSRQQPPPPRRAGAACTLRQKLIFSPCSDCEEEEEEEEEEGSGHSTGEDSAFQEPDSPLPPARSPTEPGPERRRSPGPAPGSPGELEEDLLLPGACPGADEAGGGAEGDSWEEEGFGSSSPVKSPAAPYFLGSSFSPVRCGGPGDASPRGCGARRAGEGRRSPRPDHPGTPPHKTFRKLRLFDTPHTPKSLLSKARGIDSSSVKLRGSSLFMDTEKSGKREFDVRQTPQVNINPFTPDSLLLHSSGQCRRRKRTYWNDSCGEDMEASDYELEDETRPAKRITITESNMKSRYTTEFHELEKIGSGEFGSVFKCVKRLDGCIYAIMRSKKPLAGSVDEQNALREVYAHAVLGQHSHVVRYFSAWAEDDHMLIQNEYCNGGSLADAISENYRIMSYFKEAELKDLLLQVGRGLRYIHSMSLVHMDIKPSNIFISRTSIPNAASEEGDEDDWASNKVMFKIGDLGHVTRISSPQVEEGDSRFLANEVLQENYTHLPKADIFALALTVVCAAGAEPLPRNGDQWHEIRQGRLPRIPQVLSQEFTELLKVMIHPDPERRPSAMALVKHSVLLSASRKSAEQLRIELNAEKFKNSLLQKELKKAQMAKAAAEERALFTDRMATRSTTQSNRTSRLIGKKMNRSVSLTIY
# RBBP9 inhibitor – blocks human serine hydrolase RBBP9 | O75884 | AID 1515 | inhibition, % at 7.94 µM | hit rate 0.2% among 220,000 | recombinant RBBP9, FP-Rh probe fluorescence polarization;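 active = inhibition above the campaign mean of all tested compounds plus 3 SD, cut at about 14% in these data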;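 note: plate controls were DMSO wells with RBBP9 for no effect and wells lacking RBBP9 protein for full effect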
# Target sequence (O75884 whole entry, looked up): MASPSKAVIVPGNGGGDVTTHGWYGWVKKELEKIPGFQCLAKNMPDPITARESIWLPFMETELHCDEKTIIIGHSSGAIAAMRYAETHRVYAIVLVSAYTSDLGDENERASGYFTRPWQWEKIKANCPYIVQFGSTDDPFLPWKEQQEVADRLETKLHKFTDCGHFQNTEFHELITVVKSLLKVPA
#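 Test system: recombinant human RBBP9. Quantity: 2.5 µM RBBP9 dispensing solution, before mixing. Detection: FP readout at 525/598 nm. Reagent: Serine-hydrolase probe FP-Rh, 375 nM pre-mixing. Measure: % inhibition. Control set: DMSO-treated enzyme wells and wells lacking RBBP9. Buffer or medium: Tris-NaCl-Pluronic buffer, pH 8.0. Times: preincubation 30 min plus labeling 45 min at 25 °C.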
# Active calls of the source: *; . = not tested or not shown.
SMILES,Ba/F3 V617F tox,zfTRPN1 agonist,BaF3 tox,TNF death inh,PPC-1+TRAIL kill,CHOP inh,TRPML3 ag,Wee1 degr inh,RBBP9 inhibitor
Cc1cccc(OCC(=O)Nc2ccccc2-c2ccccc2)c1,-2,-1.6,-1,0.8,-7,85*,0.5,0,-2
COc1c(Cl)cc(Cl)cc1C(=O)Nc1ccc(NC(=O)c2cccs2)cc1,3,0.6,4,-0.9,16,50,-0.2,-2,-6
NNC(=O)c1cccc(COc2cccc(Br)c2)c1,0,1.7,2,-1.1,12,-6,0.5,-2,-13
CC1(C)OC2OC(COC(=O)c3ccccc3)C3OC(C)(C)OC3C2O1 (centres undefined),-2,0.8,8,1.0,9,-3,0.3,2,-4
CC(=O)C1=C(O)CCC1=NCCc1ccccc1,0,0.6,4,1.1,6,-4,0.7,1,1
CCCCn1c(=O)nc2n(-c3ccccc3C)c3ccccc3cc-2c1=O,5,-1.1,7,0.5,16,24,0.3,-2,-6
CC(=O)Nc1ccc(NS(=O)(=O)c2cc(-c3n[nH]c(=O)c4ccccc34)ccc2C)cc1,2,2.8,0,0.2,18,5,0.4,-2,-9
CC1=CC(C)(C)N(C(=O)c2ccc(F)cc2)c2cc3c(cc21)OCO3,-1,0.3,1,2.0,14,98*,0.8,-3,-7
COC(=O)c1cc(OC)c(OC)cc1NC(=O)c1ccccc1C,1,-0.4,2,-0.3,-1,41,0.6,-1,0
COc1ccc(/C(CC2OC(=O)c3ccccc32)=N\NC(N)=O)cc1 (centres undefined),0,0.5,6,-0.6,22,15,0.7,3,0
Cc1ccc(S(=O)(=O)Nc2ccccc2CNC2CCCCC2)cc1,3,-1.3,11,0.3,2,11,0.5,0,-3
O=C(NC(=S)Nc1cc([N+](=O)[O-])ccc1O)c1cccnc1,-2,1.1,8,-1.0,12,55,0.7,1,-7
CCC(C)(C)n1nnnc1CN1CCSCC1,-3,0.6,-1,0.4,-1,18,0.4,-1,-6
CCOC(=O)N/N=C/c1ccc(N(CC)CC)cc1O,3,-1.0,4,-8.2,-2,-35,-0.4,-1,1
Cc1cc(NC(=O)CSc2nnc(-c3cccnc3)n2C)no1,-4,0.5,4,-3.0,-5,21,0.5,-2,1
CCOC(=O)c1c[nH]n(-c2ccc(C)cc2)c1=O,2,-0.2,7,0.5,34,0,1.1,4,4
Cc1cccc(-c2nnc(SCCOc3ccc4c(C)cc(=O)oc4c3)o2)c1,-1,-0.3,1,-1.1,22,31,0.7,1,0
O=C(CCCOc1ccc(Cl)cc1)N1CCCCCC1,4,1.9,4,1.2,6,15,-0.2,0,-5
CCCCn1c(N)c(N(CC)C(=O)C(c2ccccc2)c2ccccc2)c(=O)[nH]c1=O,0,0.2,6,0.9,-17,-8,0.9,-3,-3
COC(=O)c1nn(-c2ccc(Oc3ccccc3)cc2)c(=O)cc1O,5,-0.2,2,0.6,-9,-10,-0.2,-3,-11

# 3 compounds out of the list above, arranged by the value under TRPML3 ag, lowest first:
SMILES	TRPML3 ag
CC(=O)Nc1ccc(NS(=O)(=O)c2cc(-c3n[nH]c(=O)c4ccccc34)ccc2C)cc1	0.4
CC(=O)C1=C(O)CCC1=NCCc1ccccc1	0.7
CCCCn1c(N)c(N(CC)C(=O)C(c2ccccc2)c2ccccc2)c(=O)[nH]c1=O	0.9

# The results go on.
SMILES,Ba/F3 V617F tox,zfTRPN1 agonist,BaF3 tox,TNF death inh,PPC-1+TRAIL kill,CHOP inh,TRPML3 ag,Wee1 degr inh,RBBP9 inhibitor
Cc1ccc(CCNS(=O)(=O)c2ccc(C)cc2)cc1,-2,-1.0,4,-1.7,-13,30,-0.8,0,-2
COc1ccc(Cn2c(C3CC3)nc3ccc(NC(=O)c4ccco4)cc3c2=O)cc1,-1,5.2,6,-3.8,-2,33,3.4,4,-10
O=C(C1=C[C@H](c2coc3ccccc3c2=O)C[C@H](OCc2ccc(CO)cc2)O1)N1CCN(Cc2ccccc2)CC1,2,-1.9,0,3.2,16,18,-1.0,6,-5
Cc1[nH]c(=O)[nH]c(=O)c1S(=O)(=O)N1CCCC(C(=O)N2CCN(c3cccc(C(F)(F)F)c3)CC2)C1 (centres undefined),0,1.0,2,0.3,6,8,0.0,1,-2
CCCNc1ncnc2nc[nH]c12,0,-0.5,4,0.0,-12,-2,0.7,-1,-1
c1ccc(Cn2c(-c3ccccc3)nc3nc4ccccc4nc32)cc1,-1,-0.8,2,2.1,17,47,0.3,-2,-4
CC(c1nnc(SCC(=O)NC(=O)NCc2ccco2)n1-c1ccc(Cl)cc1)N(C)C (centres undefined),-2,1.6,11,0.0,5,35,-0.2,3,-1
COc1cc2sc(C)nc2cc1C,-2,4.6,4,0.6,-7,8,0.0,-1,-8
CCCN(CCC)C(=O)CSc1nc2ccccc2c(=O)n1CC1COc2ccccc2O1 (centres undefined),1,0.6,5,1.5,6,41,-0.8,0,-4
CC(C)c1ccc(NC(=O)c2n[nH]c(=O)c3ccccc23)cc1,1,2.1,8,0.1,11,38,0.4,-1,-11
C=C(C)Cn1c(CCCNC(=O)CC)nc2ccccc21,1,-0.9,4,0.3,11,11,0.5,0,-7
C#CCSc1nnc(-c2cccc3ccccc23)o1,4,-1.9,3,-0.4,.,.,0.1,3,-10
O=C(c1cc(S(=O)(=O)N2CCOCC2)c(Cl)cc1Cl)N1CCCCC1,2,2.2,1,-1.0,0,11,0.4,1,-10
COC(=O)[C@H](Cc1ccccc1)NC(=O)Nc1ccc(OC)cc1,-1,2.1,-1,5.2,-22,4,0.6,2,3
O=S(=O)(Nc1ncccn1)c1ccc(NC(=S)Nc2ccccc2Cl)cc1,-3,0.8,-3,1.1,-2,-2,0.5,-1,-6
O=C1C(=O)N(Cc2cccnc2)C(c2ccccn2)/C1=C(/O)c1ccc(Br)cc1 (centres undefined),-4,-0.2,4,1.0,13,18,0.1,3,-8
O=C(CCCNS(=O)(=O)c1cccc2nsnc12)NCc1ccc(F)cc1,-1,0.1,0,0.7,-1,59,-0.3,-1,-6
CCOC(=O)c1c(-c2ccc(OC)cc2)csc1NC(=O)CSc1nnc(C)c(=O)[nH]1,-2,0.8,2,0.0,6,14,0.3,1,-2
CCn1c(SCC(=O)OCc2ccccc2)nc2c1c(=O)n(C)c(=O)n2C,1,-0.3,0,-2.3,-1,9,1.1,2,-6
CC(C)(C)C(=O)NC1CCN(S(=O)(=O)c2ccccc2F)CC1,3,1.2,5,-0.1,23,-2,0.8,0,-4
COc1ccc(OC(C)C(=O)N2CCc3ccccc3C2)cc1 (centres undefined),-3,1.6,7,-6.4,-7,1,0.3,0,-6
CC(C)(C)NC(=O)c1oc2ccccc2c1COc1ccccc1,4,0.2,9,2.1,-2,14,-0.7,0,0
COc1cccc(C(=O)/C(C#N)=N/Nc2cccc(-c3ccnc(C)n3)c2)c1,4,6.4,0,-2.8,-2,42,0.2,0,-3
O=C(Nc1ccc(Cl)cc1)Nc1nc(-c2ccccc2)cs1,2,2.3,2,0.2,.,-43,1.0,5,4
COCCNc1cc(N)c([N+](=O)[O-])cc1[N+](=O)[O-],-1,-0.2,1,1.2,16,35,0.6,-1,0
CCOc1ccc(S(=O)(=O)NCCSCc2ccco2)cc1,-1,-0.6,3,0.2,26,-2,-0.7,2,-2
COc1ccc(CCN2C(=NC(=O)CC(C)C)SC3CS(=O)(=O)CC32)cc1 (centres undefined),5,3.9,4,-1.4,17,3,-0.2,3,-10
CCOC(=O)c1nnn2c1nc(N1CCN(c3ccccc3)CC1)c1ccccc12,1,0.3,0,-7.7,4,4,0.3,-2,0
O=C(CNS(=O)(=O)c1ccc2ccccc2c1)OCc1csc(-c2ccccc2)n1,0,-1.0,9,0.2,-6,1,0.3,1,-7
CCn1c(SCC(=O)OC2CCCCC2)nnc1-c1ccncc1,4,2.3,3,-2.2,-10,3,0.2,-2,-6
COC(=O)c1c(C)nc(C)c(C(=O)OC)c1-c1ccc(OC)c(OC)c1,-1,-0.1,3,-0.5,1,21,0.5,0,-2
CCCCCN(C(=O)CN(C)Cc1ccc(OC)cc1OC)c1c(N)n(CCCC)c(=O)[nH]c1=O,-3,-0.1,0,-2.6,-6,-2,-0.2,-3,1
O=C(CN1CCN(S(=O)(=O)/C=C/c2ccccc2)CC1)Nc1ccc(N2CCOCC2)cc1,3,-0.6,9,3.2,-12,31,0.6,3,-8
O=C(c1ccc(Cn2cc(Br)cn2)cc1)N1N=C(C(F)F)CC1(O)C(F)F (centres undefined),2,6.5,7,3.1,15,37,2.3,0,7
C=CCN(CC=C)C(=O)Cc1ccc(F)cc1,-2,0.4,5,1.2,3,-19,0.2,0,-6
CCOC(=O)CNc1nc(OCC#N)nc(N2CCOCC2)n1,0,-0.3,1,0.7,-1,9,-0.5,-1,0
COc1ccc(CN2C(=O)C(=O)N(CC(N)=O)C2=O)cc1,4,0.8,8,-0.3,7,5,0.9,2,-14
COc1ccc(N=C2C(=Nc3ccc(OC)cc3)N(c3ccc(N(C)C)cc3)C(=S)N2c2ccc(OC)cc2)cc1,-5,-0.3,-4,-12,3,45,0.3,3,-11
CCOC(=O)c1c(C)c(C#N)c2c3ccccc3ccn12,4,0.5,7,-0.6,6,34,-0.1,0,-12
CCn1c(SCc2nc3ccccc3[nH]2)nnc1-c1cccs1,4,1.7,11,-0.1,6,-15,0.3,0,-3
CCS(=O)(=O)N1CCN(CC2CC3C=CC2C3)CC1 (centres undefined),-2,-0.1,3,0.7,31,-16,-0.3,-2,0
CC(C)(Oc1ccc(Cl)cc1)C(=O)OCC(=O)N1CCCC1,1,0.0,5,-0.6,-2,15,0.0,7,-9
CCOC(=O)C1=C(O)/C(=C/c2ccc(CNC(=O)C(=O)Nc3ccc(C)cc3)o2)N=C1C,1,0.5,3,-1.5,-16,106*,0.9,-5,1
CCn1c(SCC(=O)Nc2ccc3c(c2)OCCO3)nnc1-c1c[nH]c2ccccc12,-2,2.5,-1,0.4,12,-1,0.1,5,-3
Cc1cc(N(CCO)CCO)ccc1C(c1ccc(N(CCO)CCO)cc1C)c1ccccc1Cl,3,0.0,7,6.1,4,28,0.0,1,-4
O=C(CSCc1ccccc1Cl)N/N=C/c1ccco1,-1,0.1,-1,0.2,10,18,0.4,1,-1
CC1(C)CC(=O)C(C=Nc2ccc(O)cc2)=C(O)C1,-1,0.7,3,-2.7,-10,45,0.1,6,-4
COc1ccc(CCC(=O)NCc2cn3ccc(C)cc3n2)cc1,-1,-1.0,-6,0.7,5,40,0.3,-2,1

# Screens from PubChem.
